# Source: PubChem BioAssay (several laboratories)
# TR-FRET SRC-2 ct = flags TR-FRET format artefacts in PPARgamma SRC-2 recruitment agonist screen; TR-FRET ratio at 8 µM; 200,000 tested, 0.4% active; TR-FRET artefact counter-screen; active compounds read high; in the data active = TR-FRET ratio above about 2000; note: inactives centre near 1500
# ROMK primary = modulates human ROMK potassium channel activity | Tet-inducible ROMK, thallium flux fluorescence; actives lie on both sides | B-score at 10 µM | 130,000 tested, 2% active;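 active = signal ratio slope over the read window, or its plate-corrected B-score, at least 3 SD from the plate mean, either direction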;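 note: B-score of the F/F0 ratio slope over 7 to 12 s after thallium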
# Target sequence (P48048 whole entry, looked up): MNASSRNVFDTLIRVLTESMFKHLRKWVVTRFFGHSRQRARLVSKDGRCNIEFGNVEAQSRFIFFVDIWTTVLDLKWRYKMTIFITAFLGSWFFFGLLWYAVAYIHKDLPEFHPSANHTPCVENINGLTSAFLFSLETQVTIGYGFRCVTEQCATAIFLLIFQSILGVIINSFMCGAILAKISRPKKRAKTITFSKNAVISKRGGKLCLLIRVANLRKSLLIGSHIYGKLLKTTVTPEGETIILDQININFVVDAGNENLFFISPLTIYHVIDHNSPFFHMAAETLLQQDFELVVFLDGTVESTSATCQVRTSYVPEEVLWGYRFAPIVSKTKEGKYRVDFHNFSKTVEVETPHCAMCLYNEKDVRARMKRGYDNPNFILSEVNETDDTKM
# DTT redox prof = compounds producing H2O2 with reducing agent – biochemical, NIH compound library profiling, artefact control for MLSCN library redox annotation, primary screen; DTT-dependent redox cycling H2O2, phenol red/HRP absorbance; 100% = 100 µM peroxide control, 0% = buffer; activation, % at 10 µM; 200,000 tested, 0.03% active;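 active = activation of at least 50% relative to the plate's high and low controls in the primary single-dose screen; inactive = activation below 50%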;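 note: compound incubated with DTT at 0.8 mM final as the reducing agent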
# PPARg SRC1 recr = agonists of human PPARgamma SRC-1 coactivator recruitment; activation, % at 8 µM; P37231; PPARgamma-SRC-1 coactivator recruitment biochemical assay; 200,000 tested, 0.41% active; in the data active = activation above about 19%;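 note: 0% = DMSO and 100% = reference agonist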
# PPARg SRC-2 ag = agonists of SRC-2 recruitment by human PPARgamma; P37231; PPARgamma LBD-SRC-2 recruitment, biochemical; activation, % at 8 µM; 200,000 tested, 0.34% active; AID 1032; in the data active = activation above about 22%;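 note: 0% = vehicle and 100% = reference agonist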
# PPARg SRC3 recr = PPARgamma-driven SRC-3 recruitment agonism. P37231. biochemical PPARgamma/SRC-3 coactivator recruitment assay. activation, % at 8 µM. 200,000 tested, 0.26% active. AID 731; in the data active = activation above about 23%;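 note: 0% = DMSO and 100% = reference agonist; some compounds past the cut are filed as inactive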
# bIAP act = increases bovine intestinal alkaline phosphatase activity. 200,000 tested, 0.17% active. activation factor at 20 µM. purified bovine IAP, CDP-star luminescence, 30 min; active compounds read high; fold of DMSO-control signal, blank-subtracted;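 active = activation factor of 2 or more at 20 µM, a signal rise over negative controls twice the positive control's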
# S1P3 antag = antagonists of human S1P3 receptor | Q99500 | CHO S1P3 NFAT-BLA reporter, FRET fluorescence, antagonist mode | inhibition, % at 4.98 µM | 170,000 tested, 0.27% active | AID 485;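 active = inhibition above the plate cutoff, the mean inhibition of test wells on that plate plus 3 SD, cut at about 28% in these data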;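 note: cells challenged with S1P at its EC80 of 0.8 µM; blue over green emission ratio from cleaved BLA substrate after 4 h stimulation; 0% = S1P-stimulated wells and 100% = unstimulated DMSO-only wells; some compounds past the cut are filed as inactive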
# Target sequence (Q99500 whole entry, looked up): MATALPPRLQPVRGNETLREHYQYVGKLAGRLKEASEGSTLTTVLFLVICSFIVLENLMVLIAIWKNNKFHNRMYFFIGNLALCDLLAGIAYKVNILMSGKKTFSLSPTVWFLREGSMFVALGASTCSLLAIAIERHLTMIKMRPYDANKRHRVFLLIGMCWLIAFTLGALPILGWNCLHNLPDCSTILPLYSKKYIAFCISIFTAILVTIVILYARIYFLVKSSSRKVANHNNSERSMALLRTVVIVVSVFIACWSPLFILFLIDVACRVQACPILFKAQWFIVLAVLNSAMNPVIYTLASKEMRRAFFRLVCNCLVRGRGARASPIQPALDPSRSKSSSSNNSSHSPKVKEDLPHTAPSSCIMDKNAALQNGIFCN
# Lmaj promast = reduces viability of Leishmania major promastigotes; inhibition, % at 10 µM; 200,000 tested, 9% active; resazurin fluorescence viability; in the data active = inhibition above about 50%;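 note: promastigotes grown with compound for 44 hours at 28 °C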
# TLR4 MyD88 comp = TLR4-MyD88 interaction inhibition in cells; HeLa CL3-4 TLR4/MyD88 BLA complementation, FRET ratio; inhibition, % at 8.4 µM; 200,000 tested, 0.18% active; in the data active = inhibition above about 25%;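 note: 0% = vehicle and 100% = reference inhibitor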
# bIAP inhibitor = blocks bovine intestinal alkaline phosphatase activity; 190,000 tested, under 10 active; inhibition, % at 20 µM; AID 1019; purified bovine IAP, CDP-star luminescence, 30 min;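 active = over 50% inhibition of intestinal alkaline phosphatase at 20 µM in the single-dose screen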
#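 test system = bovine IAP enzyme | medium = DEA buffer 100 mM, pH 9.8, with MgCl2 1.0 mM, ZnCl2 0.02 mM | detection = luminescence | dosing = single compound dose of 20 µM, 2% DMSO final | incubation = 30 min reaction at room temperature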
# An asterisk follows results filed as active; / = no result given.
SMILES,bIAP inhibitor,PPARg SRC1 recr,Lmaj promast,TR-FRET SRC-2 ct,PPARg SRC3 recr,DTT redox prof,bIAP act,TLR4 MyD88 comp,S1P3 antag,ROMK primary,PPARg SRC-2 ag
Cc1nn(C(C)C(=O)c2cccc(Cl)c2)c(C)c1[N+](=O)[O-] (stereo not given),-1,-2,-6,1476,-5,-0.6,1,3,-5,-0.14,-2
N/C(CSc1nc(-c2ccccc2)c(-c2ccccc2)o1)=N\O,4,5,7,1659,9,-0.5,1,0,-21,-1.4,-2
COc1ccc(CNc2n[nH]c(NCc3ccc(OC)c(OC)c3)n2)cc1OC,-15,6,-5,1553,11,-3.2,1.2,-1,-20,/,6
COc1cc2[nH]c(=O)n(CCC(=O)N3CC=C(c4ccccc4)CC3)c(=O)c2cc1OC,0,-1,-5,1416,6,0.2,1,0,/,0.87,3
CCCCCCCCOC(=O)C[N+](C)(C)C/C=C(/C)Cl,-9,-5,67*,1485,-3,-0.2,1.1,-14,-3,-1.8,-4
CCC(=O)N(c1ccc(C(=O)O)cc1)c1nc(-c2ccc(OC)cc2)c(C)s1,-2,-8,-7,1509,-4,0.4,1,-9,-4,-0.012,-5
Cc1ccc2[nH]c(-c3ccccc3)c(CN3CCCC3)c(=O)c2c1,10,14,1,1707,6,-2.0,0.9,-2,-20,0.058,4
O=C(COc1ccc(Cl)cc1)Nc1ccccc1CO,12,8,-5,1726,1,0.0,0.9,10,/,-0.33,8
CCN(C=NC1=NN(c2cccc(C(F)(F)F)c2)CC1)CC,-1,6,13,1774,4,-1.5,1,5,1,-0.62,13
Cc1ccc(NC(=O)CN(C)C(=O)CCOc2ccccc2C)cc1,11,2,2,1645,-1,0.2,0.9,18,9,/,-8
O=C(N/N=C/c1ccc(OC(=O)c2ccccc2)c([N+](=O)[O-])c1)c1ccc(O)cc1,11,7,-2,1595,8,0.2,0.9,-6,0,/,2
Cc1ccc(-n2nc(-c3cccs3)cc2C(=O)NCC2CCCO2)c(C)c1 (stereo not given),-11,6,92*,1462,-3,1.1,1.1,16,-4,/,1
CCCCN(C(=O)Nc1ccc(Cl)cc1)C1CCN(C(C)=O)CC1,5,3,-7,1523,4,-0.1,0.9,-1,/,0.88,10
COc1ccc(CCN2CC(C(=O)NCCc3ccccc3)CC2=O)cc1OC (stereo not given),0,8,-3,1599,-1,-0.3,1,-3,5,1.3,12
COc1ccc([N+](=O)[O-])cc1NC(=O)c1ccccc1SC,-4,-3,-3,1491,-2,4.5,1,-1,0,-0.58,9
COc1ccc2nc(SC(C(=O)c3ccccc3)c3ccccc3)nc(C)c2c1 (stereo not given),5,-4,32,1435,-2,0.6,0.9,-16,-2,0.45,-5
COc1cc(OC)cc(C(=O)N2CCN(S(C)(=O)=O)CC2)c1,7,0,-7,1607,-2,1.7,0.9,-15,-4,/,4
CC1CCN(CC(=O)Nc2ccc(Br)cc2[N+](=O)[O-])CC1,4,-3,-7,1483,3,-1.1,1,8,11,-0.79,2
COc1ccc(CCNC(=O)CN2C(=O)c3ccccc3S2(=O)=O)cc1,24,-6,-5,1312,1,3.3,0.8,-5,-8,/,-1
CC(=O)C(=Cc1cn(-c2ccccc2)nc1-c1ccccc1)C(C)=O,-4,3,42,1292,1,0.4,1,9,-6,-0.021,-1
O=C(CN1C(=O)NC2(CCCC2)C1=O)N1CCN(S(=O)(=O)c2ccc(Cl)cc2)CC1,1,-9,-5,1538,1,-0.3,1,3,-6,/,0
COCCNC(=O)c1ccc2c(c1)ncn2-c1ccc(F)c(F)c1,-4,3,-5,1544,-1,0.7,1,14,-14,0.76,-6
COc1ccc(C2=NN(C(=O)CSc3nc4ncc(Cl)cc4[nH]3)C(c3ccco3)C2)cc1 (stereo not given),-20,0,0,1620,-1,0.6,1.2,6,-1,-1.5,2
COc1cccc(NC(=O)N2CCCc3ccccc32)c1,-21,-12,13,1449,3,-0.3,1.2,7,-7,0.64,0
O=C(Cn1cc2c(n1)CCCC2)NCc1cccnc1,-6,11,-8,1787,1,-0.8,1.1,-8,0,/,3
CCOC(=O)N1CCN(c2nc(C)c3c(n2)CC(C)CC3=O)CC1 (stereo not given),-13,1,10,1340,2,1.5,1.1,-27,-2,-0.26,-4
COc1cccc(OCCNC(=O)c2cccc(OC)c2)c1,1,-1,1,1416,-11,0.7,1,-5,-5,-0.87,0
Cc1ccccc1-n1nnnc1SC1CCOC1=O (stereo not given),12,-4,-3,1324,-2,0.4,0.9,-9,-9,/,0
CN(CCO)c1cc(Sc2nc3ccccc3s2)c2nonc2c1[N+](=O)[O-],-1,6,8,1564,10,1.1,1,9,/,/,9
N=c1n(CCN2CCCCC2)c2ccccc2n1CC(O)COc1ccccc1 (stereo not given),-12,6,101*,1479,4,-0.1,1.1,8,-10,/,7
COc1ccc(C(=O)c2ccccc2Cl)cc1,41,8,-5,1642,6,0.1,0.6,-2,/,-0.13,7
Cc1nc(-c2ccccc2)ccc1C(=O)O,4,6,-7,1694,-1,-0.1,1,-12,-19,0.31,12
COCCNC(=O)C(=O)Nc1ccc(Br)cc1,11,10,-4,1607,5,-0.5,0.9,-4,/,0.68,12
COc1ccc(/C=C2\N=C(SC)N(C)C2=O)cc1,2,0,-3,1499,7,-5.5,1,-2,/,/,5
CCCNc1ncnc2c1cnn2-c1ccc(OC)cc1,4,0,10,1425,-6,0.3,1,17,/,1.1,-1
c1ccc(NCc2nc(-c3ccccc3)no2)cc1,45,2,3,1529,-1,0.9,0.5,1,14,/,11
CCCc1nc(N2CCN(C)CC2)c2sc(=S)n(-c3ccccc3)c2n1,8,3,7,1632,4,0.3,0.9,6,8,/,0
CN1C(=O)N(C)C2(CC1(C)C)CC(C)(C)N(C)C(=O)N2C,8,12,0,1780,1,0.1,0.9,-8,25,/,-1
Cc1ccc(OCc2cc(C(=O)Nc3ccccc3)oc2C)cc1,20,4,-3,1618,-1,-0.2,0.8,-22,/,-1,9
COc1ccc(CC(=O)NCc2nnc(SCC(=O)Nc3cccc(F)c3)n2C)cc1,-7,3,10,1397,-2,0.5,1.1,17,3,0.081,38*
O=C(CCN1C(=O)c2ccccc2C1=O)Nc1ccc(-c2cn3ccsc3n2)cc1,-2,5,-1,1603,2,-2.7,1,0,1,/,7
Cc1ccc(CN2CCN(CC(=O)O)C2=O)cc1,-7,6,-4,1790,8,-1.0,1.1,3,-27,-0.24,2
COc1ccccc1NC(=O)c1ccccc1NC(=O)c1cc(Cl)ccc1NC(=O)c1ccco1,2,15,8,1672,13,1.3,1,-7,/,/,-6
O=C(Cc1ccc2c(c1)OCCO2)N1CCN(S(=O)(=O)c2cccc(Cl)c2Cl)CC1,-5,-4,17,1502,-2,-0.3,1,-4,16,/,-19
Cc1occc1-c1nnc(SCC(=O)N2CCc3ccccc32)o1,4,4,32,1578,2,2.5,1,-2,-13,/,6
O=C(CCCC(=O)N(c1ccc2c(c1)OCCO2)C(C(=O)NC1CCCCC1)c1ccc(F)cc1)Nc1ccccn1 (stereo not given),-9,0,-1,1534,-5,-2.5,1.1,-5,/,/,7
COc1cccc2c(=O)cc(C)n(CC(=O)Nc3ccccc3C)c12,-6,-4,7,1525,-6,0.0,1.1,1,/,0.98,-3
CCOc1ncccc1C(=O)NCc1ccc(C)cc1,-16,2,-4,1471,0,3.3,1.2,-8,-9,0.35,3
CC(C)c1c(Cl)c(O)c(-c2ccccc2)c(=O)n1-c1ccc(F)cc1,6,0,-6,1476,-3,-0.1,0.9,-7,-1,-0.032,-4
CC(CNS(=O)(=O)c1cc(Cl)ccc1Cl)CN(C)C (stereo not given),0,3,5,1645,-1,-1.2,1,5,19,/,11
COCCn1nnnc1SCC(=O)c1ccc(F)cc1,3,6,-12,1485,14,0.3,1,-12,1,/,5
O=C(CSc1nc2ccccc2c(=O)n1-c1ccc(F)cc1)NCc1ccco1,6,6,40,1634,2,0.0,0.9,5,/,0.045,7
CCC(=O)Nc1c(C(=O)N2CCN(c3ccccn3)CC2)cnn1-c1ccc(C)cc1,7,2,-6,1494,-1,0.0,0.9,-1,-13,-0.62,1
Cc1ccccc1Cn1nc(C)c(NC(=O)c2nc3n(n2)C(C(F)F)CC(C)N3)c1C (stereo not given),7,-9,0,1349,-2,3.0,0.9,-4,-4,0.31,-7
COC(=O)Nc1nc2ccc(C(=O)c3ccc(F)cc3)cc2[nH]1,-5,0,/,1415,3,/,1.1,/,-19,/,8
O=C(CN(c1cccc([N+](=O)[O-])c1)S(=O)(=O)c1ccccc1)N(Cc1ccccc1)Cc1ccccc1,17,3,33,1653,4,1.1,0.8,7,-8,-0.48,12
C=CCNc1c2c(nc3nnnn13)CCCC2,-2,-7,9,1454,-5,-1.7,1,-11,-7,-0.69,-1
Cc1ccc(C(=O)Nc2ccc(-c3csc(C)n3)cc2)cc1,-6,-10,8,1506,-5,-0.1,1.1,-7,-8,-0.033,-8
CCOc1ccc(NC(=O)CNC(=O)COc2ccccc2)cc1,29,-1,-3,1633,-1,0.1,0.7,-1,-5,/,-1
Cc1ccc(NC(=O)N2CCCc3ccccc32)cc1,2,-9,9,1410,-4,-0.4,1,-9,-6,/,-4

# (cont.)
SMILES,bIAP inhibitor,PPARg SRC1 recr,Lmaj promast,TR-FRET SRC-2 ct,PPARg SRC3 recr,DTT redox prof,bIAP act,TLR4 MyD88 comp,S1P3 antag,ROMK primary,PPARg SRC-2 ag
Cc1ccc(OCCCn2cc(C#N)c3ccccc32)cc1,4,-3,16,1430,4,0.9,1,1,/,-1.1,-2
COc1cccc(-n2c(=O)[nH]cc(C(=O)Nc3ccc(NC(C)=O)cc3)c2=O)c1,2,0,-9,1714,9,-2.4,1,1,-17,/,-1
O=C(NN1C(=O)C2C3C=CC(O3)C2C1=O)c1cccc(O)c1 (stereo not given),/,6,-4,1641,0,0.5,0.2,-5,-9,/,3
COc1ccc2ccccc2c1/C=N/NC(=O)c1sc(N)c(C#N)c1C,5,11,11,1571,11,-0.5,1,-4,-2,0.55,15
CCOC(=O)CC(=O)CSc1nc2cc(C)ccc2cc1C,14,6,-4,1589,11,-3.4,0.9,1,/,/,-3
CC(CN(C)Cc1ccccc1)OC(=O)c1ccc(F)cc1 (stereo not given),17,-1,-4,1340,3,0.4,0.8,7,1,/,5

# Copied from the list:
# COc1ccc(/C=C2\N=C(SC)N(C)C2=O)cc1 @ PPARg SRC3 recr: 7
# COc1cccc(OCCNC(=O)c2cccc(OC)c2)c1 @ PPARg SRC-2 ag: 0

# Entries listed so far printed as active in PPARg SRC-2 ag.
Molecule	bIAP inhibitor	PPARg SRC1 recr	PPARg SRC3 recr	DTT redox prof	bIAP act	TLR4 MyD88 comp	S1P3 antag	ROMK primary	PPARg SRC-2 ag
COc1ccc(CC(=O)NCc2nnc(SCC(=O)Nc3cccc(F)c3)n2C)cc1	-7	3	-2	0.5	1.1	17	3	0.081	38*
